APEX1 inh: APE1 (human) endonuclease inhibition; recombinant APE1, TAMRA/BHQ-2 abasic DNA cleavage fluorescence; P27695; AID 2517; actives 0.35% (n = 350,000); Potency, µM (highest dose often 65.8 µM), inactives show at the highest dose activity change, negative = inhibition, hits mostly inhibitors;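 further: plate controls were vehicle for no effect and reference inhibitor for full effect; nearly all actives have a fitted effect of over 55% in size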
Target sequence (P27695 whole entry, looked up): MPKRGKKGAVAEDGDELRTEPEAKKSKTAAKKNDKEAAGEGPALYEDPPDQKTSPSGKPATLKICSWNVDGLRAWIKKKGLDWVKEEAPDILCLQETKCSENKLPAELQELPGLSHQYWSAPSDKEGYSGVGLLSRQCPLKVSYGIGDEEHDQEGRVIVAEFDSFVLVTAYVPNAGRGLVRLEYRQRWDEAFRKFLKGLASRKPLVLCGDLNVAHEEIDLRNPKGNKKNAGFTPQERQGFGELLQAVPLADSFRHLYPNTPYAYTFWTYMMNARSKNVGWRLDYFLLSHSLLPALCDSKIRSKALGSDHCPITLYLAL
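Substrate: short duplex with […] THF abasic site, 5'-TAMRA and 3'-BHQ-2, 50 nM final. APE1 at 0.75 nM, preincubated 15 min RT with compound. Fluorescence increase from first to third read measured activity.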
Pol beta inh: blocks human DNA polymerase beta activity; P06746; Pol beta primer extension/strand displacement, fluorescence kinetic; Potency, µM (highest dose often 114 µM), without a hit: at the top dose activity change, negative = inhibition, actives largely listed as inhibitors; actives 1.3% (n = 340,000); AID 485314; further: on the % scale 0 is the no-effect control and ±100 the full control effect
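Preincubation: enzyme (10 nM) with compound, 15 min, RT. Reaction: substrate added to 50 nM final. Reads: 0 and 10 min. Analysis: normalized, Hill fit.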
Apoferritin bind: binds horse apoferritin like a general anesthetic. P02791. apoferritin/1-aminoanthracene competitive binding, fluorescence. Potency, µM (doses to about 77.5 µM), inactives show at the highest dose activity change, negative = displacement, actives largely listed as inhibitors. actives 0.074% (n = 350,000). AID 485281; further: on the % scale 0 is the no-effect control and ±100 the full control effect; nearly all actives have a fitted effect of over 20% in size
Target sequence (P02791 2-175 limits assumed): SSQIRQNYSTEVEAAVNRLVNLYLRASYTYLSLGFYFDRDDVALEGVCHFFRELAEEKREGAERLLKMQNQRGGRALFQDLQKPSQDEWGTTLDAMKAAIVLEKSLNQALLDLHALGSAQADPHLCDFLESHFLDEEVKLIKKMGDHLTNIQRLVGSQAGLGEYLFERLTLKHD
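In PBS, apoferritin at 10 uM is loaded with 1-AMA from a 50% saturated solution. After 10 min of compound exposure at ambient temperature, reduced 535 nm fluorescence indicates probe displacement.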
POLK inh: DNA polymerase kappa (human) inhibition. purified Pol kappa, fluorescent DNA synthesis assay, 10 min. Potency, µM (highest dose often 107 µM), without a hit: top-dose activity, negative = inhibition, hits mostly inhibitors. actives 0.53% (n = 400,000). AID 588579; further: on the % scale 0 is the no-effect control and ±100 the full control effect
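Inhibition of 10 nM Pol kappa is measured by a fluorescent read-out at 0 and 10 min following addition of 50 nM substrate (final), with a 15-min room-temperature compound preincubation.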
Pol iota inh: DNA polymerase iota (human) inhibition. Pol iota fluorescent replication assay, 10 min. Potency, µM (top dose mostly 115 µM), without a hit: at the highest dose activity, negative = inhibition, usual class: inhibitors. actives 1% (n = 390,000). AID 588590
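Fluorescent replication assay read twice, at 0 min and 10 min after adding 50 nM (final) substrate. Enzyme (10 nM) and compounds were first incubated 15 min at room temperature; enzyme-free buffer wells were negative controls.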
BAZ2B inh: BAZ2B (human) inhibition; Potency, µM (top dose mostly 114 µM), for the others: at the top dose activity change, negative = inhibition, most hits filed as inhibitors; Q9UIF8; AlphaScreen BAZ2B-H3K14Ac peptide displacement; AID 504333; actives 4.4% (n = 360,000); further: on the % scale 0 is the no-effect control and ±100 the full control effect; nearly all actives have a fitted effect of over 60% in size
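Compounds, titrated to a top concentration of 110 uM, were incubated 30 min at room temperature with preformed BAZ2B/acetyl-K14 H3 peptide complex (50 nM each). Proximity signal was measured by AlphaScreen after 20 min with beads.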
BLM inh: inhibitors of human Bloom syndrome helicase BLM. P54132. recombinant BLM DNA unwinding, fluorescence dequenching. Potency, µM (titrated, usually from 56.1 µM), for inactives: at the top dose activity change, negative = inhibition, actives largely listed as inhibitors. actives 0.2% (n = 350,000). AID 2528;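 further: plate controls were vehicle for no effect and no enzyme for full effect; nearly all actives have a fitted effect of over 35% in size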
POLH inh: DNA polymerase eta (human) inhibition; recombinant Pol eta, fluorescent DNA replication assay; Potency, µM (top dose mostly 114 µM), without a hit: at the highest dose activity change, negative = inhibition, actives largely listed as inhibitors; actives 1.2% (n = 390,000); Q9Y253; further: on the % scale 0 is the no-effect control and ±100 the full control effect
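Fluorescent replication assay: 50 nM final substrate added after a 15 min room-temperature compound preincubation with 10 nM enzyme. Signal taken at 0 min and again at 10 min.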
G9a block: G9a (human) methyltransferase inhibition; Q96KQ7; G9a H3K9 monomethylation, AlphaScreen, 2 h; Potency, µM (highest dose often 102 µM), for inactives: top-dose activity, negative = inhibition, most hits filed as inhibitors; actives 8.8% (n = 350,000); further: on the % scale 0 is the no-effect control and ±100 the full control effect; nearly all actives have a fitted effect of over 75% in size
Target sequence (Q96KQ7 913-1193 limits assumed): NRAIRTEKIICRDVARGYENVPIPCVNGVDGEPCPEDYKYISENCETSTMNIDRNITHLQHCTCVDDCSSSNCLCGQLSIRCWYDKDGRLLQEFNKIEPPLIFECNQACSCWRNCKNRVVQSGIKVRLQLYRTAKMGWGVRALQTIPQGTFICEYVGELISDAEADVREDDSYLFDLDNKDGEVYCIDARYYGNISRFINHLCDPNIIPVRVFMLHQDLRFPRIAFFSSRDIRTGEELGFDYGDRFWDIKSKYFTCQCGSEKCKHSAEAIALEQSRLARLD
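Compounds were preincubated with 20 nM G9a for 15 min, after which biotinylated H3K9 peptide (500 nM) and SAM (20 uM) started a 2 h room-temperature reaction. Monomethylated product was quantified by antibody-based AlphaScreen chemiluminescence.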
An asterisk follows results filed as active; [ ] = another dose, or the depositor's remark. The call rests on the fitted dose curve; in most records, active means well fitted curve in the direction sought with a large enough effect; inconclusive means small, poorly fitted or top-dose-only effect, or another doubt; inactive means no such curve, though single readings can be large; an effect the other way counts as inactive or inconclusive. Potency means the concentration at half of the fitted maximal effect. This is a subset, so the mix of outcomes need not match the whole.

Screening Cc1nc(C)c(-c2csc(Nc3cccnc3)n2)s1 returned APEX1 inh 2%, Pol beta inh 4%, Apoferritin bind -8%, POLK inh -26%, Pol iota inh inconclusive, BAZ2B inh inconclusive, BLM inh -11%, POLH inh -11% and G9a block 0%[12.7 µM].
`CCc1cccc2c(C(=O)C(NC(C)CC)c3ccccc3)c[nH]c12` (centres undefined) gave APEX1 inh 25%, Pol beta inh 2%, Apoferritin bind inconclusive, POLK inh -16%, Pol iota inh -16%, BAZ2B inh 0%, BLM inh -4%, POLH inh -11% and G9a block -13%.
CN1C(=O)C(C)(C)c2cc(S(=O)(=O)N(C)Cc3ccccc3)ccc21 was read as APEX1 inh 12%, Pol beta inh 3%, Apoferritin bind -12%, POLK inh 4%, Pol iota inh 11%, BAZ2B inh 0%, BLM inh -1% and POLH inh -19%.
Screening CC(=O)Nc1ccc(NC(=O)C(NS(=O)(=O)c2ccc(Br)s2)c2ccccc2)cc1 (centres undefined) returned Pol beta inh 8%, Apoferritin bind -6%, POLK inh -6%, Pol iota inh 10%, BAZ2B inh 2%, BLM inh -1%, POLH inh -9% and G9a block 0%[59 µM].
`CCOC(=O)N1CCC(N2Cc3cccc(C(=O)NCC4CCN(CC(C)C)C4)c3C2=O)CC1` (centres undefined) gave APEX1 inh -7%, Pol beta inh 11%, Apoferritin bind inconclusive, POLK inh 2%, Pol iota inh -29%, BAZ2B inh 9%, BLM inh -15%, POLH inh 11% and G9a block 50µM*.
`O=C(CN1C(=O)NC2(CCc3ccccc32)C1=O)Nc1ccccc1C(F)(F)F` (centres undefined) gave APEX1 inh 0%, POLK inh -11%, Pol iota inh -5%, BAZ2B inh -5%, POLH inh -13% and G9a block inconclusive.
O=C(COC(=O)c1ccc(Cl)nc1)NCCc1ccc(F)cc1 was read as APEX1 inh 9%, POLK inh -17%, Pol iota inh 20% and POLH inh -2%.
CCc1cc(CNC(=O)CC2C(=O)NCCN2Cc2ccccc2C(F)(F)F)on1 (centres undefined) was read as APEX1 inh 9%, Pol beta inh -28%, Apoferritin bind -7%, POLK inh -10%, Pol iota inh 11%, BAZ2B inh -10%, BLM inh -7% and POLH inh -23%.
For COc1ccc(C(=O)N/N=C/c2ccc3cccc(O)c3n2)cc1 the results were APEX1 inh inconclusive, Pol beta inh -28%, Apoferritin bind inconclusive, POLK inh -29%, Pol iota inh 136%[activator], BAZ2B inh 13%, BLM inh -13%, POLH inh -12% and G9a block inconclusive.
For NC(=O)C1CC12c1ccccc1-c1ccccc12 (centres undefined) the results were APEX1 inh 54%[activator], Pol beta inh 2%, Apoferritin bind 20%, POLK inh -20%, Pol iota inh -13%, BAZ2B inh 2%, BLM inh 1%, POLH inh -10% and G9a block -2%.
Screening O=C(NC(=S)NNC(=O)c1ccc(Cl)cc1Cl)c1cccnc1 returned APEX1 inh -8%, Pol beta inh 40%, Apoferritin bind -8%, POLK inh -12%, Pol iota inh 2%, BAZ2B inh 5%, BLM inh -10%, POLH inh -15% and G9a block 2.2µM*.
`COc1ccc(OC)c(NC(=S)NCC(c2cccnc2)N2CCOCC2)c1` (centres undefined) gave APEX1 inh 36%[activator], Pol beta inh 10%, Apoferritin bind 1%, POLK inh -1%[60.1 µM], Pol iota inh -3%, BAZ2B inh 5%, BLM inh 4%, POLH inh -6% and G9a block 3%.
For COc1ccc(S(=O)(=O)c2cn(C)c3cc(N4CCCCC4)c(F)cc3c2=O)cc1 the results were Pol beta inh -1%, Apoferritin bind -1%, POLK inh -3%, Pol iota inh 11%, BAZ2B inh -11%, BLM inh -10%, POLH inh -2% and G9a block 0%[59 µM].
`CC(=O)NC1CC2CCC(C1)N2Cc1ccc(C)cc1` (centres undefined) gave APEX1 inh -1%, Pol beta inh 10%, Apoferritin bind 3%, POLK inh -4%, Pol iota inh 27%, BAZ2B inh 1%, BLM inh 2%, POLH inh -3% and G9a block 9%[59 µM].
Cc1ccc(CCc2nnc(SCC(=O)Nc3cccc(Cl)c3)n2-c2ccccc2)o1 was read as APEX1 inh 3%, Pol beta inh 10%, Apoferritin bind -4%, POLK inh -20%, Pol iota inh -2%, BAZ2B inh 0%, BLM inh -2%, POLH inh -21% and G9a block inconclusive.

Overlap with the part before: 2 entries, followed by the next part.
`CC(=O)NC1CC2CCC(C1)N2Cc1ccc(C)cc1` (centres undefined) gave APEX1 inh -1%, Pol beta inh 10%, Apoferritin bind 3%, POLK inh -4%, Pol iota inh 27%, BAZ2B inh 1%, BLM inh 2%, POLH inh -3% and G9a block 9%[59 µM].
Cc1ccc(CCc2nnc(SCC(=O)Nc3cccc(Cl)c3)n2-c2ccccc2)o1 was read as APEX1 inh 3%, Pol beta inh 10%, Apoferritin bind -4%, POLK inh -20%, Pol iota inh -2%, BAZ2B inh 0%, BLM inh -2%, POLH inh -21% and G9a block inconclusive.
`O=C(CN1C(=O)NC2(CCCC2)C1=O)N1CCN(S(=O)(=O)c2cccc(F)c2)CC1` gave APEX1 inh 11%, Pol beta inh 30%, Apoferritin bind -6%, POLK inh -2%, Pol iota inh 10%, BAZ2B inh -4%, BLM inh -1%, POLH inh -8% and G9a block -4%.
Screening O=C1C=C(Nc2ccccc2)C(=O)c2ccccc21 returned APEX1 inh 19%, Pol beta inh 45%, Apoferritin bind -15%, POLK inh -3%, Pol iota inh 28%, BAZ2B inh 7.9µM*, BLM inh -10%, POLH inh -9% and G9a block 14µM*.
Screening O=c1ncccn1[C@@H]1O[C@H](CO)[C@@H](O)[C@H]1O returned APEX1 inh -2%, Apoferritin bind 0%, POLK inh 7%[60.1 µM] and BLM inh -5%.
CCOC(=O)c1c(NC(=O)Nc2ccccc2)sc(C)c1C was read as APEX1 inh 0%, Pol beta inh -1%, Apoferritin bind -4%, POLK inh -17%, Pol iota inh 0%, BAZ2B inh -6%, BLM inh -6%, POLH inh -13% and G9a block 40µM*.
Screening Cc1c(CN2CCC(C)CC2)c(=O)n(-c2ccccc2)n1C returned APEX1 inh -3%, Pol beta inh -1%, Apoferritin bind -7%, POLK inh 4%, Pol iota inh 16%, BAZ2B inh 23%, BLM inh 1%, POLH inh 0% and G9a block 7%[59 µM].
Screening COC(=O)c1ccc(COc2ccccc2/C=C(\C#N)C(=O)Nc2ccc(C)cc2)cc1 returned APEX1 inh 7%, Pol beta inh 5%, Apoferritin bind -9%, POLK inh 0%, Pol iota inh 19%, BAZ2B inh -23%, BLM inh -8%, POLH inh -21% and G9a block 2%[59 µM].
For O=[N+]([O-])c1cc(S(=O)(=O)N2CCCC2)ccc1SCCO the results were APEX1 inh -6%, Pol beta inh -20%, Apoferritin bind -12%, POLK inh -21%, Pol iota inh 8%, BAZ2B inh 3%, BLM inh -10%, POLH inh -6% and G9a block 9%.
`CCN(CC)CCNc1nc2c(c(=O)[nH]c(=O)n2C)n1CC(O)COc1ccc(Cl)cc1Cl` (centres undefined) gave APEX1 inh 21%, Pol beta inh 8%, Apoferritin bind -9%, POLK inh 5%, Pol iota inh 3%, BAZ2B inh -2%, BLM inh -10%, POLH inh -13% and G9a block 3%[59 µM].
Screening O=C(Nc1nccs1)C1CCN(S(=O)(=O)c2cccs2)CC1 returned APEX1 inh -4%, Pol beta inh -2%, Apoferritin bind 1%, POLK inh 11%, Pol iota inh 166%[activator], BAZ2B inh -12%, BLM inh -3%, POLH inh -16% and G9a block 8%.
`Cc1ccc2c(c1)c(N=Nc1cccc(C(=O)O)c1)c(O)n2C` gave APEX1 inh -11%, Pol beta inh inconclusive, Apoferritin bind -8%, POLK inh -18%, Pol iota inh inconclusive, BAZ2B inh inconclusive, BLM inh 0%, POLH inh -18% and G9a block 35µM*.
For Cc1nc(Nc2ccc3c(c2)OCCO3)c2nnn(Cc3ccccc3Cl)c2n1 the results were APEX1 inh -4%, Pol beta inh 6%, Apoferritin bind inconclusive, POLK inh -2%, Pol iota inh -9%, BAZ2B inh -7%, BLM inh -8%, POLH inh -23% and G9a block -29%.
Screening Cn1cccc1C(=O)NNC(=O)COc1ccccc1Cl returned APEX1 inh -3%, POLK inh -14%, Pol iota inh 45%[activator], BAZ2B inh -1%, POLH inh inconclusive and G9a block -5%[59 µM].
For Cc1ccc(OCC(=O)NCc2ccco2)cc1C the results were APEX1 inh 1%, Pol beta inh 0%, Apoferritin bind 0%, POLK inh -25%, Pol iota inh 10%, BAZ2B inh -35%, BLM inh -2%, POLH inh inconclusive and G9a block -40%[59 µM].
For COc1ccc(-c2nc3c(c4nnc(SC(C)C(=O)Nc5ccccc5)n24)COC(C)(C)C3)cc1 (centres undefined) the results were APEX1 inh 1%, Pol beta inh -1%, Apoferritin bind -5%, POLK inh -11%, Pol iota inh 6%, BAZ2B inh -3%, BLM inh 3%, POLH inh -11% and G9a block 19%[59 µM].
CCN(CC(=O)Nc1c(F)cccc1F)C(=O)c1cc(S(=O)(=O)NCc2ccccc2)ccc1C was read as APEX1 inh -3%, POLK inh -23%, Pol iota inh 0%, BAZ2B inh 11%, POLH inh 2% and G9a block -2%[59 µM].
For COc1ccc(NC(=O)CCNS(=O)(=O)c2ccc3c(c2)CCN3C(=O)C2CC2)cc1Cl the results were Pol beta inh 0%, Apoferritin bind -19%, POLK inh -3%[60.1 µM], Pol iota inh -8%, BAZ2B inh 0%, BLM inh 0%, POLH inh -10% and G9a block 15%[59 µM].
CN1CCN(c2nc(-c3cccs3)cs2)CC1 was read as APEX1 inh -3%, Pol beta inh inconclusive, Apoferritin bind -10%, POLK inh -9%, Pol iota inh 145%[activator], BAZ2B inh inconclusive, BLM inh 1%, POLH inh -13% and G9a block 35µM*.
For O=c1cc(CN2CCN(c3ccccc3)CC2)c2cc(O)c(-c3ccccc3)cc2o1 the results were APEX1 inh -2%, Pol beta inh 0%, Apoferritin bind -16%, POLK inh -4%, Pol iota inh -4%, BAZ2B inh 5%, BLM inh -2%, POLH inh -1% and G9a block 22%[59 µM].
`CCn1c(=O)c(C(=O)Nc2ccccc2C)c(O)c2ccccc21` gave APEX1 inh 4%, Pol beta inh 2%, Apoferritin bind 5%, POLK inh -15%, Pol iota inh 4%, BAZ2B inh -3%, BLM inh -1%, POLH inh -9% and G9a block -7%[59 µM].
